TEAD-YAP block: TEAD-YAP interaction inhibition; HEK-TIYL cells, TEAD-Gal4/YAP UAS-luciferase luminescence; inhibition, % at 9.12 µM; 640,000 tested, 1.4% active; AID 1259422; in the data active = inhibition above about 32%;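 note: 0% = median of test compound wells and 100% = reference inhibitor wells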
GPR151 activ: human GPR151 activation | Q8TDV0 | PathHunter beta-arrestin GPR151 cells, luminescence | activation, % at 11.2 µM | 650,000 tested, 1% active; in the data active = activation above about 4.9%;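 note: 0% = median of compound wells and 100% = cells with positive control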
Target sequence (Q8TDV0 whole entry, looked up): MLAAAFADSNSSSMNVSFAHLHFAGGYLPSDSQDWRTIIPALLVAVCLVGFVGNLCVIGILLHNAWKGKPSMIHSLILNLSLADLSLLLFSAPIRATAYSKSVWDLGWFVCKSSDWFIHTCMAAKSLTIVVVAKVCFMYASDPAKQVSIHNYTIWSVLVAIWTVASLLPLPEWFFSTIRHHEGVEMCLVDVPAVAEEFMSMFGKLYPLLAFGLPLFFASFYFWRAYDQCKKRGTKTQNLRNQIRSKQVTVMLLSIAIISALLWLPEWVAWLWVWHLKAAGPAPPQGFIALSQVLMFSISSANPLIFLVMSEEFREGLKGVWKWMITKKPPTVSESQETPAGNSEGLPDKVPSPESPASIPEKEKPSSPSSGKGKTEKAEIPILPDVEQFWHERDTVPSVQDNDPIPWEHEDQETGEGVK
FBW7 act: activators of human E3 ligase FBW7 | AlphaScreen FBW7–phospho-cyclin E peptide binding, activator screen | normalized activity (activation), % at 26.1 µM | 650,000 tested, 0.13% active; in the data active = normalized activity above about 1.9%;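 note: purified mutant Fbw7 with reduced substrate affinity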
MITF inh: inhibitors of human MITF; AlphaScreen MITF homodimerization, bead proximity signal; AID 1259374; 650,000 tested, 0.91% active; inhibition, % at 2.6 µM; in the data active = inhibition above about 50%;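 note: 0% = vehicle wells with protein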
Target sequence (O75030 whole entry, looked up): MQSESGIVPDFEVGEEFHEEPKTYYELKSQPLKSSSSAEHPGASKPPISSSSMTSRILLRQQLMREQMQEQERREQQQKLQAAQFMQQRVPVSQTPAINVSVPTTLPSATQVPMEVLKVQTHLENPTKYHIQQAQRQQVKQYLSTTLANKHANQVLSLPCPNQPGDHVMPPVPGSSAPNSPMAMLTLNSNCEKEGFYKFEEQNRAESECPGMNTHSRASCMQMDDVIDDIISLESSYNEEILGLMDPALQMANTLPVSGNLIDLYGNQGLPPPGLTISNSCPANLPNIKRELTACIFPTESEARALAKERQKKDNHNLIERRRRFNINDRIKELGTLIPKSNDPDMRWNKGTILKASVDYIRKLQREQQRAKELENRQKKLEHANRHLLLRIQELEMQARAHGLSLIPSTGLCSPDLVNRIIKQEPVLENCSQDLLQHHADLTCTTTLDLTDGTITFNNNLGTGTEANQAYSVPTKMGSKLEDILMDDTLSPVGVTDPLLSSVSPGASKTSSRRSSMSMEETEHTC
* hit, by the source's call; & = joins results of further samples. Compounds as they come. Share with any hit: about 3.4%.

SMILES | TEAD-YAP block | GPR151 activ | FBW7 act | MITF inh
CC(C)Cn1c(=O)c2sccc2n2c(CCCC(=O)O)nnc12 | 1 | -2.2 | 0.9 | 20
CCOC(=O)c1nn(Cc2ccncc2)c2c1CN(Cc1cn(C)nc1C)CC2 | 8 | 2.9 | 0.6 | 3
CCOC(=O)C1CCCN(S(=O)(=O)c2ccc3c(c2)N(C)C(=O)CC(=O)N3C)C1 (stereo unspecified) | -3 | 0.3 | 0.0 | 2
N#CCc1ccc2c(c1)OCCCO2 | -5 | 0.4 | 0.0 | 2
CCCC(=O)Nc1ccccc1NC(=O)c1ccc(F)cc1 | -9 | 1.3 | 0.0 | -16
COc1ccc(-c2c(C(F)(F)F)oc3c(CN4CCN(C)CC4)c(O)ccc3c2=O)cc1OC | 4 | -0.3 | 0.7 | -1
C/C(=N/NC(=O)CCC(=O)Nc1ccc(Br)cc1)c1ccc(F)cc1 | 13 | 1.0 | -0.1 | 16
O=C1CCc2cc(S(=O)(=O)N3CCC(C(=O)Nc4cccc(Cl)c4)CC3)ccc2N1 | 16 | 1.5 | -0.2 | 3
CCNC(=S)N/N=C(\C)c1ccccc1Br | -2 | 2.9 | 0.1 | -6
COC(=O)C1=C(NC(=O)/C=C/c2ccccc2)CCS1 | -44 | -5.9 | -0.2 | 4
O=C(CCCn1c(=O)oc2ccccc21)NC1CCCCCC1 | 1 | -0.6 | 0.1 | -10
O=C1N[C@@H](Cc2ccc(O)cc2)C(=O)N2CCN(Cc3cnn(-c4ccccc4Cl)c3)C[C@H]12 | 2 | 0.7 | 0.0 | 7
Cc1cc2cc3c(N)c(C(=O)Nc4nonc4C)sc3nc2cc1C | -13 | -0.3 | -0.1 | -13
Cc1ccc(NC(C)C(=O)N/N=C/c2ccc(N(C)C)cc2)cc1 (stereo unspecified) | 0 | 3.1 | 0.0 | 7
NC(=O)c1ccc(C(=O)c2ccc([N+](=O)[O-])cc2)cc1 | 2 | -0.3 | 0.0 | -13
Cc1cccc(-n2c(Cc3cc(=O)[nH]c(=O)[nH]3)nnc2SCC(=O)N2CCCC2)c1 | 1 | 0.7 | 0.5 | 3
CC(C)[C@@H](Cn1nnc2ccccc21)NC(=O)C(C)(C)C | -11 | -0.5 | -0.1 | 1
COc1cccc(-c2cc(C(=O)Nc3ccc(F)cc3F)on2)c1 | -7 | -0.8 | 0.1 | 4
COc1ccc(S(=O)(=O)N2CCN(C/C=C/c3ccccc3)CC2)cc1C | -4 | 0.3 | -0.1 | 2
COC(=O)c1cc(-c2ccc(NC(C)=O)cc2)nc2ccccc12 | -12 | -0.8 | 0.0 | -11
O=C(Cc1cccs1)Nc1ccc(Cc2ccc(NC(=O)Cc3cccs3)c(C(=O)O)c2)cc1C(=O)O | 6 | -0.1 | 0.3 | 8
CN(c1ccccc1C(=O)O)S(=O)(=O)c1ccc2[nH]c(=O)[nH]c2c1 | -3 | -0.8 | -0.2 | 4
CCCCCn1c(=O)c2c(nc3n(Cc4ccc(OC)cc4)c(C)cn23)n(C)c1=O | 7 | 4.9* | 0.2 | 1
CC(C)COP(=O)(OCC(C)C)C(O)c1ccc(Br)cc1 (stereo unspecified) | -5 | 0.7 | -0.1 | 9
OC1CCC(Nc2nc(Nc3ccc(N4CCOCC4)cc3)c3ncn(Cc4ccc(C(F)(F)F)cc4)c3n2)CC1 (stereo unspecified) | -1 | 1.2 | -0.1 | -7
O=C(NCc1nnc2n1CCN(Cc1ccoc1)CC2)c1ccncc1 | -10 | 0.0 | -0.1 | -7
Cc1ccc(C)c(/C=N/Nc2nc(C)cc(=O)[nH]2)c1 | -4 | 0.0 | 0.2 | 6
CCOc1ccc(N2C(=O)CSC2c2cccc(Cl)c2Cl)cc1 (stereo unspecified) | -12 | 4.3 | -0.1 | -9
CCOC(=O)c1cc(-c2cc(OC)c(OC)c(OC)c2)nc2c1c(=O)n(C)c(=O)n2C | -5 | 0.0 | 0.0 | -1
CC1(C)CC(=O)C=C(Nc2ccc(NC3=CC(=O)CC(C)(C)C3)cc2)C1 | 11&-1 | 3.7&-0.4 | 0.2&-0.1 | 2&7

Looked up above:
TEAD-YAP block result of `COc1cccc(-c2cc(C(=O)Nc3ccc(F)cc3F)on2)c1` : -7
TEAD-YAP block result of `Cc1ccc(C)c(/C=N/Nc2nc(C)cc(=O)[nH]2)c1` : -4

Following part.
SMILES | TEAD-YAP block | GPR151 activ | FBW7 act | MITF inh
COC(=O)c1ccc(N2C(=O)c3cc(N4CCOCC4)c([N+](=O)[O-])cc3C2=O)cc1 | -2 | -0.6 | 0.0 | 8
O=C(c1ccc(Cl)c(Cl)c1)N1CCN(c2ccc([N+](=O)[O-])c(N3CCCCC3)c2)CC1 | 2 | -1.1 | -0.1 | 12
COc1ccc(/C=N/Nc2nc3c(c(=O)[nH]c(=O)n3C)n2CCOc2ccccc2)cc1 | 5 | -0.5 | 0.1 | 11
c1nc(SCc2ccc3c(c2)OCO3)c2[nH]cnc2n1 | 8 | 1.6 | 0.1 | 5
COc1cccc(N2C(=O)C(O)=C(C(C)=O)C2c2ccc(Br)cc2)c1 (stereo unspecified) | -5 | 2.8 | 0.1 | 7
CC(=O)Nc1cc2nc(C)n(Cc3ccc(-c4ccc(C(C)=O)cc4)cc3)c2nc1C | 28 | -0.8 | -0.2 | 2
O=C(c1ccco1)N(Cc1cc2cc3c(cc2[nH]c1=O)OCCO3)C1CCCC1 | -10 | 0.9 | 0.1 | -1
CCCNC(=O)c1c(NC(=O)c2ccccc2C)sc2c1CCC2 | 7 | -0.2 | 0.7 | -18
COc1ccc(N2CSC3=C(C#N)C(c4ccc(OC)cc4OC)CC(=O)N3C2)cc1 (stereo unspecified) | -26 | 1.4 | 0.1 | 17
Cn1c(=O)oc2cc(S(=O)(=O)N3CCc4ccccc43)ccc21 | 50* | 0.1 | 0.0 | 9
CC1=CC(=O)C(Cl)=C(C)/C1=N\S(=O)(=O)c1ccc(C)cc1 | -12 | -0.5 | 0.4 | 19
Cc1c(C(=O)N2CCN(c3ccccn3)CC2)sc2ncnc(N(C)c3ccccc3)c12 | 5 | -1.4 | 0.4 | 2
Cc1nc(N2CCC(C)CC2)c2c(C)c(C(=O)Nc3cnc4ccccc4c3)sc2n1 | 4 | -2.8 | -0.1 | 8
CCOC(=O)c1sc(NC(=O)CSC2=NN3CCCC(=O)N=C3S2)c(C(=O)OCC)c1C | 1 | 4.6 | 0.0 | 8
N#C/C(=C\c1ccc(Cl)cc1Cl)c1ccc(Cl)cc1 | -13 | -1.2 | 0.0 | 6
Cc1cc(N)n(-c2ccc(OC(F)(F)F)cc2)n1 | -11 | -0.2 | 0.1 | -6
COCCNC(=O)CCCN1C(=O)COc2ccc(C)cc21 | -2 | 0.5 | -0.2 | 6
CCOC(=O)C1(Cc2cccc(F)c2)CCN(C(=O)c2ccoc2C)CC1 | -13 | -0.2 | -0.1 | -5
CS(=O)(=O)N(CC(=O)Nc1cccc(F)c1)c1cccc2ccccc12 | -10 | -0.8 | -0.1 | -15
O=C(CSc1nc2ccc(N3C(=O)c4ccc([N+](=O)[O-])cc4C3=O)cc2s1)NCCOc1ccc(Cl)cc1 | -8 | 0.8 | -0.2 | 8
Cc1nc2c(-c3ccccc3)c(C)nn2c(NCCN(C)C)c1C | 8 | -0.1 | 1.2 | 15
CC(C)n1cnc2c(NCCN3CCOCC3)nc(-c3ccc(N4CCOCC4)nc3)nc21 | 3 | 1.0 | 0.0 | -4
COc1ccc(-c2nc3ccc(C(=O)NCCC4=CCCCC4)cc3nc2-c2ccc(OC)cc2)cc1 | -1 | 2.3 | 0.0 | -5
O=C(NCc1cccs1)c1sc(=S)n2c1[nH]c(=O)c1sccc12 | 7 | 0.8 | 0.1 | 6
CC1(C)Cc2c(cnn2-c2ccc(F)cc2)-c2nc3ccccc3nc21 | -5 | 0.4 | 0.0 | -12
COc1ccc(C2=NN(C(=O)c3ccc(Br)o3)C(c3ccccc3Cl)C2)cc1OC (stereo unspecified) | -1 | -0.2 | -0.1 | -2
Cc1cc(C)n2cc(CSc3nc4ccc([N+](=O)[O-])cc4[nH]3)nc2n1 | -8 | -0.5 | -0.1 | -4
COc1ccccc1N=c1scc(-c2ccccc2)n1CCO | 1 | 3.3 | -0.4 | 10
CCCN1CCN(C(c2ccc(F)cc2)c2nnnn2CCOC)CC1 (stereo unspecified) | -9 | -1.3 | -0.1 | -1
COc1cc(NC(=O)c2cccc(-n3cc(Nc4ncc(F)c(-c5ccccc5)n4)cn3)c2)ccc1N1CCOCC1 | -1 | -0.6 | 0.1 | 7

One compound at a time (already shown).
`Cc1nc2c(-c3ccccc3)c(C)nn2c(NCCN(C)C)c1C` reads TEAD-YAP block: 8; GPR151 activ: -0.1; FBW7 act: 1.2; MITF inh: 15
`CS(=O)(=O)N(CC(=O)Nc1cccc(F)c1)c1cccc2ccccc12` reads TEAD-YAP block: -10; GPR151 activ: -0.8; FBW7 act: -0.1; MITF inh: -15
`COc1ccccc1N=c1scc(-c2ccccc2)n1CCO` reads TEAD-YAP block: 1; GPR151 activ: 3.3; FBW7 act: -0.4; MITF inh: 10

Results in GPR151 activ, MITF inh and FBW7 act, for 2 of the compounds above:
SMILES	GPR151 activ	MITF inh	FBW7 act
CS(=O)(=O)N(CC(=O)Nc1cccc(F)c1)c1cccc2ccccc12	-0.8	-15	-0.1
COCCNC(=O)CCCN1C(=O)COc2ccc(C)cc21	0.5	6	-0.2

The main list resumes, starting two compounds before the break.
SMILES | TEAD-YAP block | GPR151 activ | FBW7 act | MITF inh
CCCN1CCN(C(c2ccc(F)cc2)c2nnnn2CCOC)CC1 (stereo unspecified) | -9 | -1.3 | -0.1 | -1
COc1cc(NC(=O)c2cccc(-n3cc(Nc4ncc(F)c(-c5ccccc5)n4)cn3)c2)ccc1N1CCOCC1 | -1 | -0.6 | 0.1 | 7
COC(=O)C1=C(N)OC2=C(C(=O)CCC2)C1c1ccc(OCc2ccccc2F)cc1 (stereo unspecified) | -7 | -3.4 | 0.8 | 19
COC(=O)C1=C(C)NC(=O)/C1=C\c1ccccc1 | 3 | 0.6 | 0.1 | -3
CC(C)(C)NC(=O)CSc1nnc(-c2ccco2)n1Cc1ccccc1 | -5 | 1.4 | 0.0 | 14
Clc1cccc(CO/N=C2\CCCc3nonc32)c1 | -15 | -0.6 | 0.0 | -4
CC(C)NCCOCCOc1ccc(Br)cc1Cl | 4 | -1.1 | -0.1 | 16
O=C(NCC1Cc2cccc(-c3ccccn3)c2O1)c1c(F)cccc1F (stereo unspecified) | 8 | -2.1 | 1.2 | 28
COc1cccc(OC)c1C(=O)NNC(=O)c1cccc(C)c1 | 9 | -0.7 | 0.7 | 17
Cc1cnc(Nc2nc3ccccc3n2C)nc1NCCN(C(C)C)C(C)C | -4 | -0.7 | -0.1 | -1
O=C(Nc1cccnc1)c1ccc2c(=O)n(CCc3ccccc3)c(=S)[nH]c2c1 | 3 | -1.4 | 0.0 | -5
Cc1ccc(C(=O)N2CCN3C(=O)[C@H](Cc4cnc[nH]4)NC(=O)[C@H]3C2)cc1 | -5 | -1.2 | -0.3 | -18
COc1cc(C2C(C#N)=C(N)Oc3cc(C)oc(=O)c32)cc([N+](=O)[O-])c1O (stereo unspecified) | 7 | -1.2 | -0.1 | 7
CCOc1ccc2nc(NC(=O)c3cccc(C(=O)OC)n3)sc2c1 | -13 | -1.0 | 0.0 | -1
COc1cc(CN2CCN(CCOCCO)CC2)cc(Br)c1O | -13 | 0.4 | 0.0 | 0
Cc1c(C(=O)NCc2ccccn2)sc2ncnc(N3CCCCCC3)c12 | -11 | -1.6 | 0.0 | 16
O=C(O)c1nccnc1C(=O)NC1CCCCC1 | 10 | 3.0 | 0.2 | 3
CN(C)c1cccc(N=C2C=C(N3CCOCC3)CC(C)(C)C2)c1 | 3 | 1.2 | 0.0 | 3
CC(=O)N1CCC(N(CCC(C)C)C(=S)Nc2ccccc2C)CC1 | 6 | -0.9 | 0.0 | 2
O=C(Cn1c(=O)oc2cc(S(=O)(=O)NC3CCCCC3)ccc21)N1CCCC1 | -4 | -0.7 | 0.1 | -4
OCc1ccc(OCc2cccc3ccccc23)cc1 | -16 | 3.1 | 0.1 | 8
CC1(C)CC(=O)c2c(-c3cccs3)n[nH]c2C1 | -7 | 0.2 | 0.4 | 0
CC(C)(C)c1ccccc1NC(=O)C1CC(=O)N(c2ccc(Cl)cc2)C1 (stereo unspecified) | -7 | 2.0 | -0.1 | -10
Cc1ccc(-c2nc3ccc(C(=O)O)cc3nc2-c2ccc(C)cc2)cc1 | 5 | -0.3 | 0.1 | 4
Cc1ccc(C(=O)Nc2ccc(-c3ccc4nnc(-c5ccncc5)n4n3)cc2)cc1C | -7 | -0.8 | 0.1 | -14
N#Cc1ccc(NC(=O)COC(=O)c2cncc(Br)c2)cc1 | -2 | -0.7 | -0.2 | -1
O=C1CC(c2ccc3c(c2)OCO3)CC2=C1C(c1cc3c(cc1Br)OCO3)Nc1ccccc1N2 (stereo unspecified) | 8 | 0.0 | 0.9 | 0
CC(C)(C)C1=CC(C(C#N)C#N)c2ccccc2O1 (stereo unspecified) | 8 | 0.0 | 0.2 | 17
Cc1ccc(C(O)CNC(=O)Cc2ccc(Cl)cc2)o1 (stereo unspecified) | -5 | 0.8 | 0.7 | 15
COc1cc2nc(-c3ccccc3O)n(-c3cc(C(C)(C)C)c(O)c(C(C)(C)C)c3)c2cc1OC | 5 | 0.1 | 0.1 | -4
CCN1CCN(CCCOc2cccc(C)c2C)CC1 | 2 | 0.0 | 0.0 | 67*
Cc1cc(OCC(=O)N2CCc3ccccc3C2)ccc1Br | 1 | -0.7 | 0.0 | 19

High-throughput results as filed in PubChem BioAssay.
